Screens (PubChem)
PLK1 kinase inh: PLK1 (human) kinase inhibition; P53350; recombinant PLK1 kinase, TR-FRET peptide phosphorylation; inhibition, % at 10 µM; 97,000 compounds, 0.53% hits; AID 619;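 active = inhibition of 50% or more in the single-concentration screen; inactive = inhibition below 50%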;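 note: 0% = DMSO max control and 100% = H-89 dihydrochloride min control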
Target sequence (P53350 whole entry, looked up): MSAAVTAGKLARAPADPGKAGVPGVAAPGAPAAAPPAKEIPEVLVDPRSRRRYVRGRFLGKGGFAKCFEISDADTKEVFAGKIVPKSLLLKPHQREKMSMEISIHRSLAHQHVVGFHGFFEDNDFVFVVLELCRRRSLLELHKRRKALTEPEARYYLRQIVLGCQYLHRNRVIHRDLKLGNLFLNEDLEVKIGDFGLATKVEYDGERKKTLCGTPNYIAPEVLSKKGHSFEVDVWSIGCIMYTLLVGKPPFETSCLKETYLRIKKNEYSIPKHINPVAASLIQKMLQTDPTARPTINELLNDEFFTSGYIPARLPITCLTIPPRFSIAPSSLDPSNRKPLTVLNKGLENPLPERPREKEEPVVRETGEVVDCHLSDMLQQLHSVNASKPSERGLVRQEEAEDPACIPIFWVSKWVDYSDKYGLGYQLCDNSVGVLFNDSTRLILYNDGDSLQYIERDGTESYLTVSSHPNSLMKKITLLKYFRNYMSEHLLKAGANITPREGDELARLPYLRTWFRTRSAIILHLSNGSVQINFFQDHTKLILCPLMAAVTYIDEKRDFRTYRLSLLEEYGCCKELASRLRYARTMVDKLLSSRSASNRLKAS
EphB4 antag: antagonists of human EphB4-ephrin-B2 interaction; P54760; EphB4 LBD / TNYL-RAW-Alexa532 peptide, fluorescence polarization; inhibition, % at 7 µM; 97,000 compounds, 0.15% hits;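 active = inhibition above the screen-wide mean inhibition plus 3 SD, cut at about 15% in these data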;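 note: 0% = DMSO wells and 100% = excess unlabeled TNYL-RAW peptide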
Plk1 PBD FP: inhibitors of human Plk1 polo box domain binding; Plk1 PBD phosphopeptide binding, fluorescence polarization; P53350; 97,000 compounds, 0.13% hits; inhibition, %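 (tested at about 20 µM)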; AID 693; in the data active = inhibition above about 34%, passing the limit was not always enough
CYP2C9 act: activators of human CYP2C9 | AID 1024 | 96,000 compounds, 1.4% hits | P11712 | recombinant CYP2C9, luciferin-H conversion, luminescence; stronger effect = higher value; factor 1 = untreated enzyme, 0 = blocked | activation factor at 5 µM;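 active = activation factor of 2 or more for CYP2C9 at a 5 µM dose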;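 note: 0 = sulfaphenazole-blocked wells and 1 = vehicle-only wells; values of inactives mirror those of a sister screen read the other way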
Target sequence (P11712 whole entry, looked up): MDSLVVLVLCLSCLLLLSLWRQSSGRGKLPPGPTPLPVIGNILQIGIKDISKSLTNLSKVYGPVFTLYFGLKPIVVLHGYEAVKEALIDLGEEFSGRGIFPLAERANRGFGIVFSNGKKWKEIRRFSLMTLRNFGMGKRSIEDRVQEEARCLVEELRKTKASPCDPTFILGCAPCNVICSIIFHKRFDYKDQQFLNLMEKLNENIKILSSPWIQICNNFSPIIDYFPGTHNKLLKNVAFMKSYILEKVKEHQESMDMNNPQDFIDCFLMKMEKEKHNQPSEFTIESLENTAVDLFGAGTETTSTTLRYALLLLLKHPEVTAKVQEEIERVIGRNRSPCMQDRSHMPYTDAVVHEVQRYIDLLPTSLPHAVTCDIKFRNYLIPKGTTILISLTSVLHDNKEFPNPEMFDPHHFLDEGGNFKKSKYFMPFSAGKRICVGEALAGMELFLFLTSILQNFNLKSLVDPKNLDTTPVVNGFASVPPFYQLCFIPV
PTPN22 act: increases human PTPN22 phosphatase activity; activation, % at 2 µM; Q9Y2R2; recombinant LYP, DiFMUP fluorescence; 0 = plate median, 100 = signal doubled; 96,000 compounds, 0.11% hits; AID 697;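 active = activation at 2 µM above a set limit, the mean plus 5 SD, cut at about 37% in these data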
Candida biofilm: kills Candida albicans biofilms; AID 834; C. albicans biofilm + clotrimazole, Alamar Blue; 85,000 compounds, 0.14% hits; inhibition, % at 6 µM;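 active = inhibition above 20%; inactive = inhibition below 20%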;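 note: preformed 24 hr biofilms exposed to compound for 48 hr; 0% = biofilm without compound and 100% = blank killed by clotrimazole plus chlorhexidine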
CYP2C9 inhib: blocks human cytochrome P450 2C9 | CYP2C9 Supersomes, luciferin-H conversion, luminescence | inhibition, % at 5 µM | 96,000 compounds, 20% hits | AID 777;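 active = blocking of liver enzyme CYP2C9 beyond about 50% at 5 µM, limit read from the data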; note: values of inactives mirror those of a sister screen read the other way
Rev-RRE block: inhibitors of HIV-1 Rev-RRE RNA interaction; P05866; Rev peptide-RRE RNA binding, FRET; inhibition, % at 8 µM; 97,000 compounds, 0.79% hits; AID 704;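 active = inhibition above the screen-wide mean plus 3 SD, cut at about 35% in these data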;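 note: 0% = median DMSO wells and 100% = median Neomycin B control wells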
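assay system = Cy5-tagged RRE RNA duplex with fluorescein-tagged Rev peptide | incubation = 5 + 15 min at 25 °C | also added = labelled Rev peptide | measure = % inhibition of FRET ratio versus controls | benchmarks = DMSO wells as 0% and neomycin B wells as 100% inhibition | measured by = FRET fluorescence readout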
LYP inh 2: blocks human PTPN22 phosphatase activity; inhibition, % at 2 µM; recombinant LYP catalytic domain, DiFMUP fluorescence; AID 640; Q9Y2R2; 96,000 compounds, 0.21% hits;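 active = inhibition at 2 µM at or above a set limit, the screen mean plus 3 SD, cut at about 24% in these data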;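 note: 0% = DMSO with enzyme and 100% = enzyme fully blocked by orthovanadate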
* = called active by the depositor; nt = no result given.

SMILES	PLK1 kinase inh	EphB4 antag	Plk1 PBD FP	CYP2C9 act	PTPN22 act	Candida biofilm	CYP2C9 inhib	Rev-RRE block	LYP inh 2
CC(=O)N1CCc2cc(S(=O)(=O)NCCC(=O)N3CCN(c4ccccn4)CC3)ccc21	-6	3	-1	0.8	-3	4	20	0	2
O=C(NCCOc1ccccc1)c1cncc(Br)c1	6	5	-26	0.7	-6	nt	32	4	5
CCOc1ccc(N(C(=O)Nc2ccccc2)C2=NCCC2)cc1	-5	4	-14	0.6	-2	6	36	7	4
O=S(=O)(NC1CCCCCC1)c1cccc2cccnc12	3	-6	-3	0.7	-8	-6	32	5	6
CCCOC(=O)c1ccc(NC(=O)c2cnccn2)cc1	-6	2	16	0.8	2	3	22	6	-3
O=c1c2ccccc2c(/C=N/n2cnnc2)c(O)n1-c1ccccc1	-4	6	4	0.4	-6	10	61*	10	2
CC1=C(C(=O)OCC2CCCO2)C(c2ccncc2)C2=C(CC(C)(C)CC2=O)N1 (stereo not drawn)	-11	-2	2	0.8	-2	2	22	-2	1
CCOc1cc(C(=O)Nc2c3c(nn2C(C)(C)C)CS(=O)C3)cc(OCC)c1OCC (stereo not drawn)	-6	2	-36	nt	0	6	nt	2	-4
N#Cc1ccccc1NC(=O)COC(=O)c1ccc2c(c1)OCCO2	-10	9	-7	0.7	-5	5	34	1	4
Cc1ccc2cccc(S(=O)(=O)N3CCN(c4cccc(Cl)c4)CC3)c2n1	-11	0	23	0.9	-1	6	11	15	0
CCc1ccc2c(c1)cc(CN(C(=S)Nc1ccc(Cl)cc1)C1CC1)c1nnnn12	-12	5	-21	0.2	nt	nt	78*	2	nt
COc1ccc(-c2cnc(SCC(=O)Nc3ccc4c(c3)OCO4)n2Cc2ccco2)cc1	-3	-5	15	0	-4	7	100*	31	4
O=c1[nH]cnc2c1nc(SCc1ccccc1)n2C1OC(CO)C(O)C1O (stereo not drawn)	-5	4	-24	1	1	3	2	7	1
NS(=O)(=O)c1ccc(NC(=O)C2COc3ccccc3O2)cc1 (stereo not drawn)	11	1	-6	0.8	-11	-1	16	9	12
COc1ccc(S(=O)(=O)Nc2ccccn2)cc1OC	-6	-1	-8	1.1	-3	7	-14	5	-2
Cc1[nH]c2ccccc2c1C(=O)CSc1nc2cc(S(=O)(=O)N3CCCCC3)ccc2o1	-76	3	12	0.1	-1	nt	90*	6	2
CCC(=O)N1CCN(c2ccc(NC(=O)c3ccc(-c4ccccc4)cc3)cc2)CC1	-7	-3	-6	1.1	7	4	-10	-3	-5
CCOC(=O)C1CCN(C(=O)COc2ccc(Cl)cc2)CC1	-15	4	16	0.9	-5	1	9	1	7
O=C(O)c1cc(S(=O)(=O)N2CCCCC2)ccc1F	-7	-2	-12	1.2	-5	2	-25	5	2
COc1ccc(OCCOC(=O)c2ccc(-n3cnnn3)cc2)cc1	-2	1	-9	0.3	-12	5	73*	10	11
O=C(COc1ccc(Cl)cc1Cl)NC1CCSC1=O (stereo not drawn)	-1	-8	-13	0.4	5	-2	60*	1	-9
Cc1ccc(/C=N/NC(=S)NC2CCS(=O)(=O)C2)cc1 (stereo not drawn)	-9	4	12	0.9	0	nt	11	2	6
CCOC(=O)c1sc2nc(C(C)C)c3c(c2c1N)CC(C)(C)OC3	-11	2	-25	0.3	1	-5	69*	12	-2
COc1ccc(/C=C/C(=O)NC(=S)NNC(=O)c2ccco2)cc1	-6	9	-21	nt	-2	4	nt	-7	1
Cc1ccccc1Nc1nc(-c2sc(NC(=O)c3ccc([N+](=O)[O-])cc3)nc2C)cs1	-13	1	4	0.6	10	nt	44	3	-7
N#Cc1ccc(N2CCN(c3ccc(F)cc3)CC2)cc1	-7	-7	-12	nt	5	5	nt	-1	-8
c1ccc(Cc2nnc3sc(-c4ccco4)nn23)cc1	1	-4	16	0.6	2	-3	43	4	-5
O=C1CCCN1CCCNc1ccc(S(=O)(=O)N2CCCCC2)cn1	-10	-2	-21	1.2	-1	5	-23	0	-1
O=C(NCC1CCCO1)C1CC(=O)N(C2CCCC2)C1 (stereo not drawn)	-11	-3	-46	1	-5	5	0	3	4
CC(=O)N1CCC(N(CCN2CCOCC2)C(=O)Nc2ccc(Cl)c(Cl)c2)CC1	-8	1	18	nt	-6	3	nt	5	4
CCCCC(=O)Nc1ccc(NC(=O)CC)cc1OC	1	-5	-26	0.6	-11	7	40	1	9
Cc1c(NC(=O)N(C)C)c(=O)n(-c2ccccc2)n1C	-14	-1	12	nt	26	6	nt	5	-24
O=C(NC1CCCC1)C1CCCN1C(=O)Nc1ccccc1 (stereo not drawn)	0	-3	-5	1	-6	3	0	4	3
CCn1c(=O)n(CC(=O)Nc2cc(OC)ccc2OC)c(=O)c2ccccc21	-6	4	-15	0.7	0	-1	28	8	0
c1ccc2c(c1)nc1n2CCN1	-9	-3	5	nt	6	6	nt	3	-5
CCOC(=O)c1sc(=NC(=O)c2ccc(OC)c(OC)c2)n(C)c1C	-24	0	-7	1.1	15	-5	-13	0	-10
COc1cccc(/C=N/N2C(=O)NC3(CCCCC3)C2=O)c1O	-7	6	-17	1.7	4	nt	-67	5	-1
S=c1nc[nH]c2c1[nH]c1ccccc12	-2	-3	-13	1	6	nt	-4	4	-1
C=CCn1c(SCC(N)=O)nnc1-c1ccccc1O	2	1	-16	1.3	-2	8	-30	2	3
COc1nc(N)c(S(=O)(=O)c2ccccc2C)cc1C#N	-6	3	-17	1.9	-7	nt	-86	10	10
NC(=O)C1CC(O)CN1c1nc(CN2CCOCC2)nc2scc(-c3ccccc3)c12 (stereo not drawn)	-11	5	-14	0.9	2	5	15	0	2
Nc1ccc(Sc2cnn(-c3ccccc3)c(=O)c2Cl)cc1	-13	3	8	0.1	3	nt	91*	3	1
CC1CCCC(N2CCN(C(=O)c3cccc(F)c3)CC2)C1 (stereo not drawn)	-4	-2	-7	0.6	2	-3	42	5	0
CC1CCCCC1NC(=O)c1ccc2c(c1)[nH]c(=O)n2C1CCCC1 (stereo not drawn)	-11	-9	-13	0.2	-6	9	76*	9	4
COC(=O)c1c(NC(=O)C2CC(=O)NN2Cc2ccccc2)sc(C)c1C (stereo not drawn)	-8	2	-29	0.2	-13	nt	82*	6	15
CC(/C=N\NC(=O)c1cccnc1)c1ccccc1 (stereo not drawn)	-12	-8	-26	nt	13	nt	nt	3	-11
CCn1c(CC(=O)Nc2cccc(OC)c2)nnc1SCC(=O)Nc1nccs1	7	3	-16	0.7	-7	-6	25	7	7
COc1ccc(N(C(=O)COc2ccccc2)C2C=CS(=O)(=O)C2)c(OC)c1 (stereo not drawn)	-12	12	5	0.9	-3	6	9	5	1
CC1(C)CN(c2ccccc2)N(Cc2ccc(F)cc2)C1=O	-10	-3	18	0.9	9	nt	13	8	-8
CCS(=O)(=O)NCCc1cc2ccc(C)cc2[nH]c1=O	-14	5	15	1.1	-3	2	-13	6	0
COC(=O)C1C2C=CC3(CN(C4CCCC4)C(=O)C13)O2 (stereo not drawn)	5	3	-40	1	-6	4	-4	6	5
Clc1ccc(-c2onc3c2CCCC3)cc1	1	-2	-4	0.8	4	5	18	4	-5
N=c1sccn1CC(=O)Nc1ccccc1Oc1ccccc1	-12	7	-1	0.9	3	-1	7	5	-3
COc1ccccc1N1CCN(C(=O)c2cc(-c3ccc(C)cc3)on2)CC1	-3	9	14	0.6	-7	4	41	6	3
O=[N+]([O-])c1ccc(N2CCN(S(=O)(=O)c3ccc4ccccc4c3)CC2)cc1NCc1ccco1	-12	0	37	0.7	2	nt	28	3	4
Cc1ccc(N(C)S(=O)(=O)c2ccc(C)cc2)cc1	-1	5	-8	0.5	3	5	51*	8	-1
NC(=O)CSc1nnnn1CC(CC(=O)O)c1ccccc1 (stereo not drawn)	-6	5	4	nt	-4	nt	nt	7	1
CCOC(=O)c1c(C)nc2sc3c(=O)n(-c4ccc(C)cc4)cnc3c2c1-c1ccc(OC)cc1	-13	-5	17	1.1	-4	nt	-10	11	6
Cc1nn(CC(O)c2ccccc2)c(C)c1Br (stereo not drawn)	-9	-4	10	1	8	5	-2	1	-7
CCOC(=O)CSc1nnc(-c2ccccc2NC(=O)c2ccccc2)o1	-17	-1	16	0.9	5	-4	12	2	-8
The list continues:
SMILES	PLK1 kinase inh	EphB4 antag	Plk1 PBD FP	CYP2C9 act	PTPN22 act	Candida biofilm	CYP2C9 inhib	Rev-RRE block	LYP inh 2
Cc1ccc(-c2nnc(SCC(=O)n3c4c(c5ccccc53)CCCC4)o2)cc1	-2	-4	25	1	-12	2	1	16	13
C=CCn1c(COc2ccc(CC)cc2)nnc1SCC(=O)NC1CCS(=O)(=O)C1 (stereo not drawn)	-8	6	-4	0.6	-1	-1	37	7	3
CC(=O)Nc1ccc(-c2nc(C)c(C(C)=O)n2O)cc1	-7	0	-9	1	-6	10	0	8	8
CC1CN(C(=O)CSc2ncnc3sccc23)CC(C)O1 (stereo not drawn)	-8	3	-14	1	0	5	4	34	2
COc1ccc(-c2ccc(-c3noc(-c4cccs4)n3)c(OC)n2)cc1	-158	-3	2	0.4	-6	-2	60*	31	10
OC1(c2cccc(C(F)(F)F)c2)CCN(Cc2nnnn2CCc2ccccc2)CC1	-3	1	-19	nt	-3	3	nt	5	5
CC(C)(C)C(=O)Nc1ccc(Oc2ccc3c(c2)C(=O)N(c2ccc(O)cc2)C3=O)cc1	-12	1	-16	0.7	-18	6	33	-3	17
CCOc1ccc(C2CC(=O)c3c([nH]c(C(=O)OC)c3C)C2)cc1OC (stereo not drawn)	-3	-2	31	0.5	-5	11	52*	-4	6
CC(=O)c1c(N2CCN(c3cccc(Cl)c3)CC2)nc(=S)n(-c2ccccc2)c1C	0	-2	12	0.8	-3	3	16	11	-2
CC(C)(C)n1nc2c(c1NC(=O)CCCc1ccccc1)CS(=O)C2 (stereo not drawn)	-7	-2	8	1	0	6	-3	-1	-1
Cc1ccc(S(=O)(=O)NC(CC(N)=O)C(=O)O)cc1 (stereo not drawn)	-7	-6	9	1.1	7	-2	-6	1	-10
Cc1cccc(C)c1OCc1nnc(SCC(=O)Nc2nccs2)o1	11	7	20	0.7	4	-3	29	9	-7
CCCCOc1ccc(-c2cc(C(=O)NNC(=S)NCC)c3ccccc3n2)cc1	-13	8	-14	0.8	-15	nt	22	4	18
CC1=C(C)C(=O)NC(Nc2nc(C)c3cc(C)cc(C)c3n2)N1 (stereo not drawn)	17	-4	-18	nt	8	-3	nt	9	-5
Cc1sc2nc3n(c(=O)c2c1C)NC(=O)CC3	-15	1	-2	nt	-6	6	nt	10	10
CC1CCN(C(C(=O)Nc2ccc3c(c2)OCO3)c2ccccc2)CC1 (stereo not drawn)	-20	nt	-4	0.2	-15	1	84*	nt	14
CC(=O)Nc1cc(OC(=O)c2ccco2)cc(OC(=O)c2ccco2)c1	-4	1	-5	0.3	-3	2	66*	2	6
CN(CCO)c1ccc([N+](=O)[O-])cc1C(=O)O	-5	13	-2	1	7	nt	0	9	-3

Of the compounds above, these have a nitro group on carbon.
SMILES	PLK1 kinase inh	EphB4 antag	Plk1 PBD FP	CYP2C9 act	PTPN22 act	Candida biofilm	CYP2C9 inhib	Rev-RRE block	LYP inh 2
Cc1ccccc1Nc1nc(-c2sc(NC(=O)c3ccc([N+](=O)[O-])cc3)nc2C)cs1	-13	1	4	0.6	10	nt	44	3	-7
O=[N+]([O-])c1ccc(N2CCN(S(=O)(=O)c3ccc4ccccc4c3)CC2)cc1NCc1ccco1	-12	0	37	0.7	2	nt	28	3	4
CN(CCO)c1ccc([N+](=O)[O-])cc1C(=O)O	-5	13	-2	1	7	nt	0	9	-3

Random draw from the library. About 20% of those tested had a hit in this group.
